Source: PubChem BioAssay
Kir21 block = blocks the mouse Kir2.1 inward-rectifier potassium channel | P35561 | HEK293-Kir2.1, FluxOR thallium flux fluorescence; active compounds read low | B-score at 10 µM | 310,000 tested, 0.85% active | AID 1672;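 active = fluorescence ratio B-score at or below minus 3 SD of library scores, with starting-brightness B-score within 2 SD, cut at about -4.2 in these data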;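 also: channel flux triggered by added potassium and thallium sulfate stimulus; B-score of peak minus minimum fluorescence over baseline after thallium stimulus; more negative B-score means stronger Kir2.1 block with less thallium influx; some compounds called inactive have numbers as strong as hits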
Target sequence (P35561 whole entry, looked up): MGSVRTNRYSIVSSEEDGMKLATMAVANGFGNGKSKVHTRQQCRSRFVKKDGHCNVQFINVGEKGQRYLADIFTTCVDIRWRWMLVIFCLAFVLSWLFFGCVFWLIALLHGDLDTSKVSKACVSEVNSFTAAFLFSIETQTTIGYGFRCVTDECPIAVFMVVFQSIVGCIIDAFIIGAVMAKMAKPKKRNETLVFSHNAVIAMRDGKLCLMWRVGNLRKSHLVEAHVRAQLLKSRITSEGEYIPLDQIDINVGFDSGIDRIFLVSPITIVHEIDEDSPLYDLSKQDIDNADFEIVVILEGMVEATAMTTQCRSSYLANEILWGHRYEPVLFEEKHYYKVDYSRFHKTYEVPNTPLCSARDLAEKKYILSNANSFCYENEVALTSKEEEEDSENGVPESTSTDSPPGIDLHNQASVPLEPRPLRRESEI
KCNQ2 block = KCNQ2 potassium channel inhibitors, primary screen, cell-based, CHO-K1, FluxOR thallium flux, B-score (AID 2156). 20 min; active compounds read low. B-score at 10 µM. 310,000 tested, 1.1% active;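 active = fluorescence ratio B-score at most minus 3 library SDs, with starting brightness B-score within 2 library SDs, cut at about -5.5 in these data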
* = called active by the depositor; i = inactive.

SMILES	Kir21 block	KCNQ2 block
Cc1cccc(NC(=O)C(C)SCc2nc3sc4c(c3c(=O)[nH]2)CCCC4)n1 (stereo not given)	0.11	i
CCCCN(C)C(=O)c1ccc2c(c1)N(CC)C(=O)c1ccccc1S2(=O)=O	2.12	i
O=C(CC(Nc1ccccc1Cl)C(=O)OCC(=O)c1cccs1)c1ccccc1 (stereo not given)	-1.48	i
CS(=O)(=O)N(CC(=O)N1CCN(c2ccc(F)cc2)CC1)c1ccc(F)c(Cl)c1	0.94	i
COc1ccc(NC2SC(=O)N(CC(=O)O)C2=O)cc1 (stereo not given)	1.58	i
CN(C)c1nnnn1-c1ccc(Cl)cc1	-0.82	i
COc1ccc(NC(=O)C/C(C)=N/NC(=O)c2cnccn2)c(OC)c1	0.9	i
CC(=O)c1cccc(N(CC(=O)Nc2ccc(S(=O)(=O)N3CCCC3)cc2)S(C)(=O)=O)c1	-0.07	i
COc1cccc(N2CCN(S(=O)(=O)c3c(C)[nH]c(C)c3C(=O)N3CCCCC3)CC2)c1	1.01	i
COC(=O)c1nnn(-c2nonc2N)c1COc1ccc(C=O)cc1OC	0.66	i
COc1cccc(C(=O)OCc2cc(=O)oc3c(C)c(C)ccc23)c1OC	1.13	i
CSCCC(NC(N)=O)C(=O)N(C)CC(=O)Nc1cc(C)ccc1C (stereo not given)	1.02	i
CCc1nc2sc3c(c2c(=O)n1N)CCC3	1.56	i
COc1ccccc1NC(=O)COc1ccc(Br)cc1CNC1CCCC1	-1.8	i
CCNC(=S)NNC(=O)c1cc(-c2ccc(OCC)cc2)nc2ccccc12	-1.46	i
O=C(COc1ccc2c3c(c(=O)oc2c1)CCC3)NCC(O)c1ccccc1 (stereo not given)	0.21	i
O=C(Nc1ccccc1)Nc1ccc(F)c([N+](=O)[O-])c1	0.21	i
N=c1c2c(-c3ccccc3)c(-c3ccccc3)n(Cc3ccco3)c2ncn1CCCn1ccnc1	-7.65*	i
COc1cccc(C(=O)Nc2ccncc2)c1OC	-1.32	i
CCCCc1cc(=O)oc2cc(C)c(CN3CCCC3)c(O)c12	-1.52	i
CC(C)C(OC(=O)C1=Cc2ccccc2OC1)C(=O)NC1CCCC1 (stereo not given)	1.67	i
CCn1c(C(=O)NC(C)c2ccc3c(c2)OCCO3)cc2sccc21 (stereo not given)	-0.93	i
COc1ccc(-c2csc(Nc3ccccc3)[n+]2CC(O)c2ccc([N+](=O)[O-])cc2)cc1 (stereo not given)	-0.06	i
O=C(CN(Cc1cccs1)C(=O)CCC(=O)Nc1nccs1)NCc1ccccc1	0.75	i
O=C(Oc1oc(-c2ccco2)nc1C=Nc1ccccc1)c1ccoc1	-0.85	i
O=c1c2ccccc2nc(/C=C/c2ccc(Br)cc2)n1CCO	1.07	i
NNc1ccc2nncn2n1	0.02	i
O=C(CSc1ccccn1)NCc1ccc2c(c1)OCO2	-0.03	i
Cc1cnc(C(=O)OCC(=O)NC2CCCCCC2)cn1	-0.04	i
COc1cc(C2CC(=O)C3=C(C2)Nc2ncnn2C3c2cccs2)cc(OC)c1OC (stereo not given)	1.6	i
CC(=O)c1c(N2CCOCC2)nc2ccc(Br)cc2c1-c1ccccc1	0.28	i
O=C(NC(=S)Nc1ccc(CN2CCCCC2)cc1)c1ccco1	-1.51	i
O=C(NC1CC1)C1=C[C@H](c2coc3ccccc3c2=O)C[C@H](OCc2ccc(CO)cc2)O1	1.21	i
Cc1nn(CCC#N)c(NC(=O)c2ccc(Cl)cc2Cl)c1P(=O)(Nc1ccc([N+](=O)[O-])cc1)N1CCOCC1 (stereo not given)	0.47	i
CC(NC(=O)CCNS(=O)(=O)c1ccc2c(c1)c(=O)n(C)c(=O)n2C)c1ccccc1 (stereo not given)	0.57	i
CC(C)(C)NC(=O)c1c(F)c(F)c(F)c(F)c1F	0.14	i
CCOC(=O)c1cc(C#N)c(N2CCN(c3ccc(OC)cc3)CC2)[nH]c1=O	1.46	i
CCn1c(N2CCN(C(=S)NCC(C)C)CC2)nc2ccccc21	0.52	i
OCCNc1nc(Nc2cccc(O)c2)nc2ccccc12	-0.39	i
COC(C[C@@H](O)[C@@H](C)[C@@H](O)COCc1ccccc1)OC	0.91	i
Cn1c(NC(=O)c2ccc(F)cc2)c(-c2ccccn2)c(=O)c2ccccc21	-0.68	i
c1ccc2c(c1)nnn2-c1ncnc2sc3c(c12)CCCC3	0.69	i
CN(C)CCN(C(=O)c1ccc2c(c1)OCCO2)c1nc2ccc(Cl)cc2s1	1.84	i
CC(C)(C)Nc1nc(OCC(F)(F)F)nc(OCC(F)(F)F)n1	-0.08	i
O=C1CC(CC(=O)N/N=C/c2ccccc2[N+](=O)[O-])=NN1	-0.23	i

An excerpt of these results, with values under each structure:
Values run as follows: Kir21 block	KCNQ2 block
Cc1cccc(NC(=O)C(C)SCc2nc3sc4c(c3c(=O)[nH]2)CCCC4)n1 (stereo not given)
→ 0.11	i
CCCCN(C)C(=O)c1ccc2c(c1)N(CC)C(=O)c1ccccc1S2(=O)=O
→ 2.12	i
O=C(CC(Nc1ccccc1Cl)C(=O)OCC(=O)c1cccs1)c1ccccc1 (stereo not given)
→ -1.48	i
CS(=O)(=O)N(CC(=O)N1CCN(c2ccc(F)cc2)CC1)c1ccc(F)c(Cl)c1
→ 0.94	i
COc1ccc(NC2SC(=O)N(CC(=O)O)C2=O)cc1 (stereo not given)
→ 1.58	i
CN(C)c1nnnn1-c1ccc(Cl)cc1
→ -0.82	i
COc1ccc(NC(=O)C/C(C)=N/NC(=O)c2cnccn2)c(OC)c1
→ 0.9	i
CC(=O)c1cccc(N(CC(=O)Nc2ccc(S(=O)(=O)N3CCCC3)cc2)S(C)(=O)=O)c1
→ -0.07	i
COc1cccc(N2CCN(S(=O)(=O)c3c(C)[nH]c(C)c3C(=O)N3CCCCC3)CC2)c1
→ 1.01	i
COC(=O)c1nnn(-c2nonc2N)c1COc1ccc(C=O)cc1OC
→ 0.66	i
COc1cccc(C(=O)OCc2cc(=O)oc3c(C)c(C)ccc23)c1OC
→ 1.13	i
CSCCC(NC(N)=O)C(=O)N(C)CC(=O)Nc1cc(C)ccc1C (stereo not given)
→ 1.02	i
CCc1nc2sc3c(c2c(=O)n1N)CCC3
→ 1.56	i
COc1ccccc1NC(=O)COc1ccc(Br)cc1CNC1CCCC1
→ -1.8	i
CCNC(=S)NNC(=O)c1cc(-c2ccc(OCC)cc2)nc2ccccc12
→ -1.46	i
O=C(COc1ccc2c3c(c(=O)oc2c1)CCC3)NCC(O)c1ccccc1 (stereo not given)
→ 0.21	i
O=C(Nc1ccccc1)Nc1ccc(F)c([N+](=O)[O-])c1
→ 0.21	i
N=c1c2c(-c3ccccc3)c(-c3ccccc3)n(Cc3ccco3)c2ncn1CCCn1ccnc1
→ -7.65*	i

New compounds follow.
SMILES	Kir21 block	KCNQ2 block
CCC(C)NC(=O)CCc1nc2ccccc2n1-c1ccccc1 (stereo not given)	0.48	i
CCCC(=O)Nc1cc(C(=O)O)ccc1S(=O)(=O)c1ccc(C)cc1	-0.44	i
CC(=O)NC(Cc1ccc(F)cc1)C(=O)NC1CCN(C(=O)Nc2ccc(F)cc2)CC1 (stereo not given)	0.05	i
Cc1ccccc1NC(=O)c1ccc(NC(=O)c2ccco2)cc1	1.24	i
O=C(C1=C[C@@H](C2CC2)C[C@@H](OCc2ccc(CO)cc2)O1)N1CCN(Cc2ccccc2)CC1	-0.82	i
Cc1cc(C)c2c(C)nn(-c3ccccc3)c2n1	-1.02	i
COCC(C)NC(C(=O)Nc1ccc(Cl)c([N+](=O)[O-])c1)c1ccccc1 (stereo not given)	-3.71	i
C[Si](C)(C)n1ccnc1	0.61	i
COC(=O)c1ccccc1NC(=O)NC1CCCCC1	-1.02	i
NC(=O)c1ccc(NC(=S)NCc2ccco2)cc1	0.7	i
CCS(=O)(=O)Nc1cccc(-c2ccc3nnc(C)n3n2)c1	0.62	i
Cc1ccc(Cn2ncc3c(N4CCN(Cc5ccc(Cl)cc5)CC4)ncnc32)cc1	1.09	i
CC(Oc1ccc2c(-c3ccccc3)cc(=O)oc2c1)C(=O)NCCCN1CCOCC1 (stereo not given)	0.97	i
COc1cccc(NC(=O)c2ccc(S(=O)(=O)N3CCCC3)cc2)c1	0.21	i
Cc1ccc(/C=C(\NC(=O)c2ccccc2)C(=O)OCc2ccccc2)cc1	0.33	i
Cc1nn(-c2ccccc2)c2sc(C(=O)N3CCc4ccccc4C3)cc12	-0.29	i
O=[N+]([O-])c1cccc(-c2ccn[nH]2)c1	0.01	i
CC1(C)CN=C(N(Cc2ccccc2)C(=O)Nc2ccccc2)S1	-1.38	-6.36*
CN(C(=O)CN1C(=O)NC2(CCc3ccccc32)C1=O)C1CCS(=O)(=O)C1 (stereo not given)	-0.84	i
Cc1ccc(NC(=O)C2CCCN(c3ncccn3)C2)c(C)c1 (stereo not given)	0.34	i
COC(=O)c1ccc(N2C(=O)C3C4C=CC(CC4)C3C2=O)cc1 (stereo not given)	-1.08	i
Cc1nnc(NC(=O)CSc2nc3c(c(=O)n2C)SC(C)C3)s1 (stereo not given)	0.72	i
Cc1[nH]c(=O)[nH]c(=O)c1S(=O)(=O)N1CCCC1	-2.77	i
CN(C)C(CNC(=O)c1cc(Br)ccc1Cl)c1ccco1 (stereo not given)	-0.25	i
CC1CCCN(CCCNC(=O)c2cc3c(s2)-c2ccccc2OC3)C1 (stereo not given)	-1.75	i
COc1ccc(C2(C)NC(=O)N(CC3CCCCC3)C2=O)cc1 (stereo not given)	-3.68	i
O=C1OC(/C(=C\Nc2ccccc2)[N+](=O)[O-])c2ccccc21 (stereo not given)	0.26	i
CCOc1ccc(-c2ccc(SCC(=O)N3CCN(c4ccccc4)CC3)nn2)cc1	0.91	i
O=C(NCCCn1ccnc1)c1cccc(S(=O)(=O)Nc2ccccc2F)c1	-1.71	i
OCCNc1cc(-n2nc(-c3ccccc3)cc2-c2ccccc2)ncn1	0.09	i
COc1ccc(CN2CCCC(C(=O)c3ccc4c(c3)OCO4)C2)c(F)c1 (stereo not given)	-6.43*	i
Cc1ccc(NC(=O)CSc2nnc(C3CC3)n2CC2CCCO2)cc1C (stereo not given)	-0.11	i
COc1cccc(C2(O)CCN(C(=O)Cc3cccnc3)CC2)c1	-1.24	i
COC(=O)c1ccccc1NC(=O)CCC(=O)N1CCSc2ccccc21	-1.26	i
COc1ccc(-n2c(SCC(=O)Nc3ccc(C)cc3)nc(O)c(Cc3ccccc3)c2=O)cc1	2.19	i
CC(NC(=O)C(C)(C)C)c1nc2ccccc2n1C (stereo not given)	-0.8	i
O=C(NC(=S)N1CCCc2ccccc21)c1ccccc1	1.08	i
Cc1cc(C)n(CC(O)CN(c2cccc([N+](=O)[O-])c2)S(=O)(=O)c2ccccc2)n1 (stereo not given)	0.9	i
O=S(=O)(Nc1ccc(-c2cn3ccccc3n2)cc1)c1ccccc1	0.46	i
Cn1cc([C@@H]2C[C@H]3CN(Cc4cccc(Cl)c4)C(=O)[C@]34CCCN24)c(-c2ccccc2)n1	-1.87	i
Cc1sc2nc(COC(=O)c3c(F)cccc3F)[nH]c(=O)c2c1C	1.23	i
O=c1c2c3n(c(=O)nc2[nH]n1-c1ccccc1)CCCCC3	1.28	i
NCCCCCc1nnc(SCC(N)=O)o1	2.41	i
CC(C)c1ccc(C(=O)CC2(O)C(=O)N(CN3CCOCC3)c3ccccc32)cc1 (stereo not given)	-0.59	i
COc1ccc(OC)c(-c2nc(CN(C)C(C)c3ccncn3)c(C)o2)c1 (stereo not given)	0.84	i
CCOC(=O)NN=C1CCC(c2ccccc2)CC1 (stereo not given)	-0.85	i
Cc1ccc(CN2C(=O)c3ccccc3C2C(=O)NCc2cccnc2)cc1 (stereo not given)	0.02	i
O=C(NCc1nc2ccccc2[nH]1)C1=C[C@@H](c2ccc(Br)cc2)C[C@@H](OCCCCO)O1	-0.92	i
Cc1c(CNC(=O)c2cnn3c2NC(c2ccc(Br)cc2)CC3C(F)(F)F)cnn1C (stereo not given)	-0.46	i
Cc1cc(NC(=O)/C=C/C(=O)N(c2ccccc2C)C(C(=O)NC2CCCC2)c2ccc(F)cc2)no1 (stereo not given)	-1.93	i
O=S(=O)(Cc1ccccc1)N1CCN(Cc2ccc(Br)cc2)CC1	0.36	i
CC1CCCN(C(=O)CSc2nnc(-c3ccco3)n2C)C1 (stereo not given)	2.28	i
NS(=O)(=O)c1ccc(-n2nc(C(=O)O)cc2-c2ccc(Cl)cc2)cc1	0.96	i
COc1ccc(CNc2ccc3c(c2)CCC3)cc1OC	-0.78	i
O=C(Nc1ccccc1)c1ccc(OC(=O)c2cc3ccccc3o2)cc1	0.43	i
CC1(C)NC(=O)N(CC(=O)Nc2cc(S(=O)(=O)N3CCOCC3)ccc2N2CCOCC2)C1=O	0.77	i
CCOC(O)[C@H]1N[C@@H](c2ccc(Cl)cc2)[C@@H]([N+](=O)[O-])[C@@H]1c1ccccc1 (stereo not given in full)	-1.52	i
CC(C)(C)S(=O)(=O)/C(C#N)=N/Nc1ccc(S(C)(=O)=O)cc1	1.51	i
NS(=O)(=O)c1cccc(NC(=O)Cn2nc(C(=O)O)c3ccccc3c2=O)c1	0.05	i
CCOC(=O)C(C)/C(C)=N/NC(N)=S (stereo not given)	-0.15	i

New compounds follow:
SMILES	Kir21 block	KCNQ2 block
COc1ccc(OC)c(N(CC(=O)N2CCN(Cc3ccccc3)CC2)S(C)(=O)=O)c1	0.27	i
COC(=O)c1ccc(OC(=O)c2ccc(OC)c(OC)c2)c(OC)c1	0.25	i
Cc1cccc(NS(=O)(=O)c2cc3c(cc2C)n(C)c(=O)c(=O)n3C)c1	-0.02	i
Cc1ccc(S(=O)(=O)NCc2ccncc2)c(C)c1C	-2.83	i
Cc1cccc(NCC(=O)N/N=C\c2ccccn2)c1	0.83	i
O=C(C1CCCN1C(=O)c1cccs1)N1CCc2ccccc21 (stereo not given)	-0.21	i
CC(C)(C)c1cc(/C=N/NC(=O)Cc2nc3ccccc3[nH]2)cc(C(C)(C)C)c1O	-0.28	i
CCOC(=O)c1sc(-c2ccccc2)cc1NC(=O)Nc1ccc([N+](=O)[O-])cc1	-0.77	i
